Screens: PubChem, National Center for Advancing Translational Sciences (NCATS)
TDP1 cell CPT = DT40-hTDP1 cell growth loss with CPT; chicken DT40 Tdp1-/-;hTDP1 cells + 20 nM CPT, ATP luminescence, 48 h; Potency, µM (series often up to 46.2 µM), inactives show top-dose activity change, negative = growth inhibition, actives largely listed as inhibitors; 420,000 compounds, 12% hits; AID 686979; further: nearly all actives have a fitted effect of over 55% in size
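Chicken DT40 Tdp1-/- cells complemented with human TDP1, 400 cells/well, exposed to compounds plus 20 nM camptothecin for at least 48 h at 37 C; viability read as ATP content by CellTiter-Glo luminescence.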
TDP1 cell noCPT = qHTS for Inhibitors of human tyrosyl-DNA phosphodiesterase 1 (TDP1): qHTS in cells in absence of CPT. DT40 Tdp1-/- hTDP1 cells, no CPT, ATP luminescence, 48 h. Potency, µM (doses to about 46.2 µM), for the others: at the highest dose activity change, negative = growth inhibition, hits mostly inhibitors. 420,000 compounds, 15% hits. AID 686978, 2013; further: nearly all actives have a fitted effect of over 55% in size
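Chicken DT40 Tdp1-/- cells stably complemented with human TDP1 were seeded at 400 cells/well with DMSO in place of 20 nM camptothecin. After compound pinning, cells grew at least 48 hr at 37 °C; viability read by CellTiter-Glo luminescence.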
GCN5L2 inh = GCN5L2 (KAT2A) acetyltransferase inhibition | Q92830 | GCN5L2 HAT assay, ThioGlo1 CoA-SH fluorescence | Potency, µM (doses to about 58.9 µM), inactives show at the highest dose activity change, negative = inhibition, actives largely listed as inhibitors | 390,000 compounds, 0.21% hits | AID 504327
Target sequence (Q92830 whole entry, looked up): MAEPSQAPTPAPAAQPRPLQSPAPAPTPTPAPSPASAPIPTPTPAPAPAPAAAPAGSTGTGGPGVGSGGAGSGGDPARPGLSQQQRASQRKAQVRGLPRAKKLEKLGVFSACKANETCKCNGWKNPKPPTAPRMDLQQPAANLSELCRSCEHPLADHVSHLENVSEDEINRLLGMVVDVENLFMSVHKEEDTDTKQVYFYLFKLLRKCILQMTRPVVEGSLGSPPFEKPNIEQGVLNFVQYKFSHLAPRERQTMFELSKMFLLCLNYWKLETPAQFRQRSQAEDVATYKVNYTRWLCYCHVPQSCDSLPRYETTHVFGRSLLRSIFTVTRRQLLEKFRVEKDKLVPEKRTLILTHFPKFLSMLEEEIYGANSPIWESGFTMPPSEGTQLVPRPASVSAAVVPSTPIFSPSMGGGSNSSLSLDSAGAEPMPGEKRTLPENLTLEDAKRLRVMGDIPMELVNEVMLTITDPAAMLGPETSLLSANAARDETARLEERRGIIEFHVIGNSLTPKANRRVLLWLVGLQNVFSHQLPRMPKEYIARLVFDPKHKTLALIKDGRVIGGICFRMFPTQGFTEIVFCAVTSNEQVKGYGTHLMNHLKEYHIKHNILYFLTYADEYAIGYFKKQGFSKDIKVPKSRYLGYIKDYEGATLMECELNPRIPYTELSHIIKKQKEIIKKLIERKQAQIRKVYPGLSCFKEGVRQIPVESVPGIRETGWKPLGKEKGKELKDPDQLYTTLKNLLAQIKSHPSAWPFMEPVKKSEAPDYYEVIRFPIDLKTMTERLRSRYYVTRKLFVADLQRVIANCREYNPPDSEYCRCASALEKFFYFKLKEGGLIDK
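Fluorescence readout, Ex340nm/Em540nm: ThioGlo1 (50uM final) reacts with free CoA thiol released as 20nM GCN5L2 acetylates H3(1-25) peptide (75uM) using acetyl-CoA (70uM). Compound and enzyme sat 15 min beforehand; 20 min room-temperature reaction.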
* hit, by the source's call; ? = inconclusive; . = no result given; & = joins results of further samples. The call rests on the fitted dose curve; in most records, active means well fitted curve in the direction sought with a large enough effect; inconclusive means small, poorly fitted or top-dose-only effect, or another doubt; inactive means no such curve, though single readings can be large; an effect the other way counts as inactive or inconclusive. On the % scale 0 is the no-effect control and ±100 the full control effect; potency means the concentration at half of the fitted maximal effect.

SMILES	TDP1 cell CPT	TDP1 cell noCPT	GCN5L2 inh
Cc1ccc(SC/C(O)=C(\C#N)c2nc3ccccc3s2)cc1	?	?	-9%
O=C(O)c1ccc(NC(=O)c2ccccc2NC(=O)c2ccccc2Cl)cc1	30%	0%	1%
O=C(CCCN=C1NS(=O)(=O)c2ccccc21)OCC(=O)c1ccccc1Cl	?	-14%	-3%
COc1ccc(N2C(=O)C(CC(=O)Nc3ccccc3)N(CCC3=CCCCC3)C2=O)cc1 (configuration not stated)	21µM*	18µM*	-5%
Cc1cc(C)cc(SCc2noc(C(=O)NCC3CC3)c2C(=O)NCC2CC2)c1	?	?	.
CC(C)(CN1CCN(c2ccccc2)CC1)NS(=O)(=O)c1ccccc1	?	?	-11%
COc1ccc(C2CC(c3cccs3)=NN2C(=O)CSc2nc(=O)n3ccccc3n2)cc1 (configuration not stated)	?	?	-16%
CCCCC1(Cc2cccc([N+](=O)[O-])c2)C(=O)N(c2ccccc2)N(c2ccccc2)C1=O	?	?	-13%
CC(C)c1ccc(C(=O)N2CCCC(c3cc(C(=O)Nc4ccc5c(c4)OCO5)no3)C2)cc1 (configuration not stated)	?	21µM*	.
Cc1cc(C)cc(N2CN=c3s/c(=C\c4ccco4)c(=O)n3C2)c1	-15%	-18%	-5%
Cc1cc(C)n2nc(SCc3c(F)cccc3Cl)nc2n1	?	26µM*	?
CC1CC(C(F)(F)C(F)(F)F)n2nc(C(=O)O)cc2N1 (configuration not stated)	2%	-6%	2%
CCCN1CCCc2cc(CN)ccc21	9.2µM*	18µM*	-8%
O=C1/C(=C/c2ccccc2F)SC(=S)N1CC(=O)N1CCCCC1c1cccnc1 (configuration not stated)	3.7µM*	3.7µM*	-7%
Fc1ccc(Cn2c(-c3cscn3)nc3ccccc32)c(Cl)c1	?	?	?
COc1ccc(OC)c(N(CC(N)=O)S(=O)(=O)c2ccc(OC)c(OC)c2)c1	-6%	-12%	?
CCCCCNC(=O)Cc1ccc(S(=O)(=O)N2CCOCC2)s1	12%	-5%	2%
O=C(NCCC1CCCCN1S(=O)(=O)c1ccccc1)C(=O)NCc1ccccn1 (configuration not stated)	-2%	-13%	-15%
Cc1ccc(-c2c3c(nc4sc(C(N)=O)c(N)c24)CCCC3)o1	-5%	-24%	-1%
CC1CCc2sc(C(=O)NCc3ccccn3)cc2C1 (configuration not stated)	18µM*	16µM*	0%
CC1=CCC(C(=O)O)(C(=O)N/N=C/c2cccs2)C(c2ccc([N+](=O)[O-])cc2)C1 (configuration not stated)	-10%	6%	-15%
CC(=O)c1cc(C)ccc1OC(=O)c1ccncc1	-2%	2%	-3%
O=C(Cc1ccc(Cl)cc1)Nc1ccc(-c2cc3ccccc3oc2=O)c(Cl)c1	5.2µM*	2.9µM*	-19%
O=[N+]([O-])c1ccc(NN=C(C2CC2)C2CC2)c([N+](=O)[O-])c1	-29%	?	.
Cc1ccc(S(=O)(=O)N2C[C@@H]3CCCC[C@@H]3[C@@H](C)[C@H]2c2cn(Cc3ccccc3)c3ncccc23)cc1	12µM*	?	-3%
CN1C2=CC=CC=CC2=[N+](C)C12C([N+](=O)[O-])=CC(=[N+]([O-])[O-])C=C2[N+](=O)[O-] (configuration not stated)	?	2.1µM*	2%
COc1ccc(CCC(=O)NCCc2csc(-c3cccc(F)c3)n2)cc1	?	?	2%
COC(=O)C[C@H]1CC[C@H](NC(=O)Nc2ccccc2F)[C@@H](CO)O1	23µM*	23µM*	.
COc1cc(CN2C[C@@H](CO)O[C@@H](n3cnc4c(NCc5ccco5)ncnc43)C2)cc(OC)c1OC	-13%	-29%	.
Oc1cccc(Nc2cc(-c3ccccc3)ncn2)c1	?	?	-7%
O=C(c1c[nH]c(C(=O)N2CCN(Cc3ccccc3)CC2)c1)C1CCCCC1	-16%	-19%	-1%
O=C(NC1CCCc2ccccc21)N[C@@H](Cc1ccccc1)C(=O)O (some centres not stated)	8%	3%	1%
Cc1ccc(CNCCNCCO)s1	-20%	-15%	-7%
CCCN1CCC(=O)N(CCN=[N+]=[N-])CC1	-13%&3%	0%&-7%	-4%
Cn1c(=O)oc2cc(S(=O)(=O)N3CCCC(C(=O)Nc4ccc(Br)cc4F)C3)ccc21 (configuration not stated)	-19%	-29%	-3%
COCCSc1nnc(NC(=O)c2ccco2)s1	-14%	-10%	-12%

Not a retest: 2 of the compounds above.
SMILES	TDP1 cell CPT	TDP1 cell noCPT	GCN5L2 inh
O=C(c1c[nH]c(C(=O)N2CCN(Cc3ccccc3)CC2)c1)C1CCCCC1	-16%	-19%	-1%
O=C(NC1CCCc2ccccc21)N[C@@H](Cc1ccccc1)C(=O)O (some centres not stated)	8%	3%	1%

Next section.
SMILES	TDP1 cell CPT	TDP1 cell noCPT	GCN5L2 inh
CCOC(=O)c1cc(-c2ccccc2)n(CCC(=O)NC2CCCCC2)c1C	?	13µM*	-2%
CCOC(=O)Cc1cccc(-c2cc(CCCCCCc3ccc(O[C@H]4O[C@H](COC(C)=O)[C@@H](OC(C)=O)[C@H](OC(C)=O)[C@@H]4OC(C)=O)c(-c4cccc(CC(=O)OCC)c4)c3)ccc2O[C@H]2O[C@H](COC(C)=O)[C@@H](OC(C)=O)[C@H](OC(C)=O)[C@@H]2OC(C)=O)c1	-10%	-2%	.
C=CCn1c(=O)/c(=C/c2cc(OC)c(OC)c(OC)c2)s/c1=C(/C#N)c1nc2ccccc2n1C	23µM*	18µM*	4%
C/C(=N\NC(=O)c1cc(-c2cccc([N+](=O)[O-])c2)n[nH]1)c1ccccc1O	?	?	?
COc1cc(/C=N\NC(=O)c2ccc(C)nc2)ccc1OC(=O)c1ccc2c(c1)OCO2	-18%	-25%	-4%
CN1CCN(C(=O)C23CC4CC(C)(CC(C)(C4)C2)C3)CC1	-1%	-36%	-1%
CC(=O)Nc1c(O)nc(C)[nH]c1=O	0%	25%	-12%
O=C(/C=C/c1cccc(Cl)c1)c1ccc([N+](=O)[O-])o1	0.58µM*	0.58µM*	?
CCC(C)c1ccccc1N1CC(C(=O)Nc2cc(S(=O)(=O)N3CCOCC3)ccc2OC)CC1=O (configuration not stated)	-24%	-4%	.
CC(C)OCCCNC(=O)Cc1ccc(F)cc1	-2%	9%	-5%
O=C(CC(c1ccccc1)c1ccccc1)Nc1ccncc1	?	?	-11%
Cc1[nH]c2ccccc2c1C(C[N+](=O)[O-])c1cccc(O)c1 (configuration not stated)	?	?	-4%
COc1ccc(C(O)P(=O)(OCc2ccccc2)c2ccc(N(C)C)cc2)cc1 (configuration not stated)	?	?	1%
CC(C)(C)NC(=O)C[C@H]1C[C@H](C(=O)N2CCOCC2)[C@@]2(C)c3[nH]c4ccc(Cl)cc4c3CCN2C1=O	-10%	-28%	-3%
Cc1ccccc1CN1[C@@H](Cc2ccccc2)COCCS1(=O)=O	?	?	.
O=C(NCc1ccc2c(c1)OCO2)C1CCN(Cc2cnn(-c3ccccc3)c2-n2cccc2)CC1	-23%	-26%	.
O=c1c2[nH]c3ccc(F)cc3c2nc2n1CCCS2	-5%	-16%	-7%
CC(=O)c1ccc(N2C(=O)N(CC(=O)c3ccc(C)cc3)c3ccccc3S2(=O)=O)cc1	?	23µM*	-6%
O=C(O)/C=C/c1cn(-c2ccccc2)nc1-c1ccccc1	6%	18%	-1%
COc1ccc(/C=C2\Oc3cc(OC(=O)N4CCOCC4)ccc3C2=O)cc1	18µM*	13µM*	-3%
COc1ccc(-c2nc3ccccc3n3c(-c4cccc(C)c4)c4c(=O)n(C)c(=O)n(C)c4c23)cc1OC	16µM*	18µM*	-6%
O=C(CSc1nnnn1C1CCCC1)N1CCN(C(=O)c2ccco2)CC1	-10%	-7%	-4%
Cc1ccc(C)c(NC(=O)CCn2nc(C)c3c(C)n(-c4ccccc4)nc3c2=O)c1	4%	-30%	-13%
CC1CCCN(CCCNC(=O)c2ccc(NC(=O)C3=CSCCO3)cc2)C1 (configuration not stated)	-2%	-7%	-17%

Some entries already given with just TDP1 cell CPT.
structure | TDP1 cell CPT
O=c1c2[nH]c3ccc(F)cc3c2nc2n1CCCS2 | -5%
COc1ccc(C(O)P(=O)(OCc2ccccc2)c2ccc(N(C)C)cc2)cc1 (configuration not stated) | ?
O=C(CSc1nnnn1C1CCCC1)N1CCN(C(=O)c2ccco2)CC1 | -10%
Cc1ccc(C)c(NC(=O)CCn2nc(C)c3c(C)n(-c4ccccc4)nc3c2=O)c1 | 4%
COc1ccc(-c2nc3ccccc3n3c(-c4cccc(C)c4)c4c(=O)n(C)c(=O)n(C)c4c23)cc1OC | 16µM*
CC1CCCN(CCCNC(=O)c2ccc(NC(=O)C3=CSCCO3)cc2)C1 (configuration not stated) | -2%
CC(C)(C)NC(=O)C[C@H]1C[C@H](C(=O)N2CCOCC2)[C@@]2(C)c3[nH]c4ccc(Cl)cc4c3CCN2C1=O | -10%

More compounds.
SMILES	TDP1 cell CPT	TDP1 cell noCPT	GCN5L2 inh
O=C(O)c1cccc(COCC(F)(F)C(F)F)c1	-8%	-3%	-6%
CCOC(=O)[C@H]1[C@H]2COc3ccc(Br)cc3[C@@H]2N2C(=O)CN(Cc3ccc(F)cc3)C(=O)[C@@]12C	?	21µM*	-5%
COCC1CCCCN1Cc1cn[nH]c1-c1ccc2cc(OC)ccc2c1 (configuration not stated)	-10%	?	-2%
Cc1cccc[n+]1C1C(c2ccc([N+](=O)[O-])cc2)C(C#N)=C(C(=C=[N-])C#N)NC1(O)C1CC1 (configuration not stated)	11%	-25%	-3%
O=C(NC(=S)N(Cc1ccccc1)c1ccccn1)C1CCCCC1	-23%	?	2%
COc1cc(CN2CCc3c([nH]c4ccccc34)C2)cc(OC)c1	?	?	1%
Cc1cc2ccccc2n1CCNC(=O)Cc1cccc2ccccc12	?	?	-7%
N#CCCn1c(SCC(=O)N2CCN(S(=O)(=O)c3ccccc3)CC2)nc2ccccc21	-11%	-9%	-1%
CCCCn1c(=O)[nH]c(=O)c2c1nc(-c1ccc(OCCC)c(OCC)c1)n2C	-2%	1%	0%
COC(=O)c1sccc1NC(=O)c1ccc(C(C)C)cc1	-14%	-16%	-18%
CCOC(=O)C1=C(COC(=O)[C@H](C)NS(=O)(=O)c2ccccc2F)NC(=O)NC1C (some centres not stated)	-19%	-4%	3%
Cc1nn(C)c2c1c(C(F)(F)F)cc(=O)n2C(C)C(=O)Nc1ccccc1F (configuration not stated)	?	-26%	-2%
CCCCCCC(=O)Nc1nc(C)c(-c2csc(Nc3cc(OC)ccc3OC)n2)s1	?	18µM*	-3%
Cc1cccc(NC(=O)c2ccco2)c1C(=O)O	-19%	-7%	-5%
COC(=O)c1ccsc1NC(=O)CSc1nnnn1-c1ccccc1SC	11µM*	?	4%
COc1ccc(-c2nnc3n(CCc4ccccc4)c(=O)c4ccccc4n23)cc1OC	?	23µM*	-1%
CC(=O)Nc1ccc(S(=O)(=O)NNC(=O)c2cccc([N+](=O)[O-])c2)cc1	-2%	-8%	-8%
CC(C)(C)C(=O)NC(=S)NNC(=O)c1ccc(-c2ccccc2)cc1	3.3µM*	2.1µM*	-5%
Cc1ccccc1-c1nc(NCc2cccnc2)c2ccccc2n1	?	?	-4%
CC(C)CCNC(=O)CN(C(=O)Cn1nnc(-c2ccccc2F)n1)c1cccc2c1CCCC2	-3%	-6%	-18%
Cc1ccc(/C=C2\S/C(=N/S(=O)(=O)c3cccs3)NC2=O)cc1	2%	11%	-1%
Cc1ccc(NC(=O)CN2C(=O)CSC2=O)cc1	-4%	-20%	-14%
NC(=O)c1sc2nc(-c3cccnc3)ccc2c1N	?	?	-7%
COCCCNC(=S)N1CCN(c2ccccc2)CC1	5%	0%	-2%
COCCNC(=O)C(c1ccc(F)cc1)N(Cc1ccccc1)C(=O)CCC(=O)Nc1nccs1 (configuration not stated)	4%	-14%	-6%
COc1ccc2oc(=O)c(C(=O)N3CCN(c4ccccc4)CC3)cc2c1	-23%	-10%	-12%
COc1ccccc1C(=O)Nc1cc2c(cc1N1CCCCC1)n(C)c(=O)n2C	5.8µM*	13µM*	-5%
COc1ccc(C(=O)n2nc(-c3ccco3)nc2NCc2cccs2)cc1	?	?	-18%
Cn1nnnc1SCCCNCc1cccc(OCc2ccccc2Cl)c1	18µM*	16µM*	-5%
C=CCn1c(SCC(=O)NCCC2=CCCCC2)nc2ccc(Cl)cc2c1=O	23µM*	?	-3%
CC(=O)c1ccc(OCCCC(=O)Nc2cccc(S(=O)(=O)N3CCCCC3)c2)cc1	?	?	-6%
Cc1ccc(-c2ccc(=O)n(CCC(=O)N3CCN(c4cccc(C)c4)C(C)C3)n2)cc1 (configuration not stated)	?	?	19%
CCOc1ccc(C2C(C(=O)OC)=C(C)N=C3SCCC(=O)N32)cc1OCC (configuration not stated)	4%	-26%	-4%
Cc1ccc(/C=C/c2onc(C)c2S(=O)(=O)N2CCC(C(=O)NCc3ccc(OC(C)C)cc3)CC2)cc1	?	-24%	-2%
